TcdB GH inh = blocks C. difficile toxin B glycohydrolase activity; hit rate 0.24% among 350,000; inhibition, % at 9.99 µM; AID 652162; TcdB glycohydrolase enzymatic assay, plate reader; P18177; in the data active = inhibition above about 10%
Target sequence (P18177 whole entry, looked up): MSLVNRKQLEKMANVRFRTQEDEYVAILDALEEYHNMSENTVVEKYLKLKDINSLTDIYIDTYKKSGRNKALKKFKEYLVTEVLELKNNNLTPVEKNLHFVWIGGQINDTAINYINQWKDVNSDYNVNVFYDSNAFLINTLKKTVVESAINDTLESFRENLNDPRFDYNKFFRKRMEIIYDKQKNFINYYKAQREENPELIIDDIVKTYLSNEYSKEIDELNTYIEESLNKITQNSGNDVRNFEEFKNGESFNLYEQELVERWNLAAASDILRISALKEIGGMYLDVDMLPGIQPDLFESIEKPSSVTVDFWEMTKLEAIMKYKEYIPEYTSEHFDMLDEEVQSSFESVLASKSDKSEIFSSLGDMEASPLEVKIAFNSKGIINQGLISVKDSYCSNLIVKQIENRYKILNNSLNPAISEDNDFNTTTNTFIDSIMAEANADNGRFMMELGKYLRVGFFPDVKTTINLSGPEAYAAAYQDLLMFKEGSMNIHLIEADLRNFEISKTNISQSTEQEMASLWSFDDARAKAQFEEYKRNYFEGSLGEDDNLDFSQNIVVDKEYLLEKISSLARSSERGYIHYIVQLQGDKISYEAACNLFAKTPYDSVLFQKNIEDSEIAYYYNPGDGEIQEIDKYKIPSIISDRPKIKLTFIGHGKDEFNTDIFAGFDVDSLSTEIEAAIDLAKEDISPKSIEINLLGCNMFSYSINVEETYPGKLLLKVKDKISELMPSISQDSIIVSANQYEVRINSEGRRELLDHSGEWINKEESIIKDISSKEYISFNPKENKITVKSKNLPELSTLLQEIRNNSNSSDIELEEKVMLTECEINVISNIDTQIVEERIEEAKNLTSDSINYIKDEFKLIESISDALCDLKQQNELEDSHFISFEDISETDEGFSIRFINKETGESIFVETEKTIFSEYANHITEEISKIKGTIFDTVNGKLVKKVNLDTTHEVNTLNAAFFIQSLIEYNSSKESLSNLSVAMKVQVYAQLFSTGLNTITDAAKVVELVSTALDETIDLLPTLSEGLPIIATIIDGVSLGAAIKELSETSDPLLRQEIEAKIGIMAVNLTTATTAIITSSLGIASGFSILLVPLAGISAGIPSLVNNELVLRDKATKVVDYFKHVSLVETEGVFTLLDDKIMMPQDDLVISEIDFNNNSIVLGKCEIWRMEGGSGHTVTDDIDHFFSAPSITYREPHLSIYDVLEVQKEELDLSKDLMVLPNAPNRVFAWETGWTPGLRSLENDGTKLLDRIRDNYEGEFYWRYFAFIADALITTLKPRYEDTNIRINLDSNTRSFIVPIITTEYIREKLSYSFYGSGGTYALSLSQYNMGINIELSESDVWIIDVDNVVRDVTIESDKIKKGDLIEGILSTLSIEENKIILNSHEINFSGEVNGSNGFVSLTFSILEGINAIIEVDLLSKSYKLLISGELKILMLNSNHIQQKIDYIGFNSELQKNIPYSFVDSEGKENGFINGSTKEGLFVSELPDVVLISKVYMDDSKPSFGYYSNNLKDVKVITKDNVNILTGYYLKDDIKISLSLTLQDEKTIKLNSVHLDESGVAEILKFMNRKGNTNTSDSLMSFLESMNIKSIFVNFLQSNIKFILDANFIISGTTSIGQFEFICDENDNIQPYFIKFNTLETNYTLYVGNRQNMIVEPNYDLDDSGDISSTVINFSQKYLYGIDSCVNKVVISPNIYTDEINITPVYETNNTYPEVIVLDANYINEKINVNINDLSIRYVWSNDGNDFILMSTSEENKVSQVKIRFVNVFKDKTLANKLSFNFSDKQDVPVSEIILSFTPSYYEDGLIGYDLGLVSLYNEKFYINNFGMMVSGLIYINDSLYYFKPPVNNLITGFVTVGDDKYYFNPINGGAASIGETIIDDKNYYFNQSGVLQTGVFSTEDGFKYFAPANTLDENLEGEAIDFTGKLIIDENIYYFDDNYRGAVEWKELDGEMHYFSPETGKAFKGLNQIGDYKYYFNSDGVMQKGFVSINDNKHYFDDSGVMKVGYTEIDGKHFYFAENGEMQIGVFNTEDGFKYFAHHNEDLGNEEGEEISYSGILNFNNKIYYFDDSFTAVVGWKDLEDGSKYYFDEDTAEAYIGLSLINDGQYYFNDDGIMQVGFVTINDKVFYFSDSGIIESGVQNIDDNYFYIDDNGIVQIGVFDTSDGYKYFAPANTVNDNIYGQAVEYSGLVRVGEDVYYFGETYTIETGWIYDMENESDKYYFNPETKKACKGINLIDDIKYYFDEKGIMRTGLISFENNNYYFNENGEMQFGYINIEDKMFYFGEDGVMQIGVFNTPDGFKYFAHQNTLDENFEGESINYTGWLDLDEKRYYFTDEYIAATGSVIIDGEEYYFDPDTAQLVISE
Starred values were filed as active, the others as inactive. Only part of the results is shown; the hit share may differ from the screen's.

no. | molecule | TcdB GH inh
1 | COc1ccc(NC(=O)N(C)C[C@@H]2Oc3ccc(NS(=O)(=O)c4cn(C)cn4)cc3C(=O)N([C@H](C)CO)C[C@H]2C)cc1 | -0.2
2 | Cc1ccc(S(=O)(=O)N(C)C[C@H]2OCCCC[C@@H](C)Oc3ccc(NC(=O)c4ccccc4)cc3C(=O)N([C@@H](C)CO)C[C@@H]2C)cc1 | 1.9
3 | Cc1ccc(S(=O)(=O)Nc2cccc3c2O[C@@H](CN(C)S(C)(=O)=O)[C@@H](C)CN([C@@H](C)CO)C3=O)cc1 | -6.8
4 | C[C@@H]1CCCCO[C@@H](CN(C)Cc2ccccc2)[C@@H](C)CN([C@@H](C)CO)C(=O)c2cc(NS(=O)(=O)c3cn(C)cn3)ccc2O1 | 0.9
5 | C[C@@H]1CCCCO[C@@H](CN(C)C(=O)C2CCCCC2)[C@@H](C)CN([C@@H](C)CO)C(=O)c2cc(NS(C)(=O)=O)ccc2O1 | 0.2
6 | CCNC(=O)[C@H]1[C@H](CO)[C@H]2Cn3c(ccc(-c4cccc(OC)c4)c3=O)[C@H]2N1S(C)(=O)=O | 0.3
7 | C[C@H](CO)N1C[C@H](C)[C@@H](CN(C)Cc2ccc(C(F)(F)F)cc2)Oc2ccc(NC(=O)c3ccncc3)cc2C1=O | -0.1
8 | Cn1cnc(S(=O)(=O)N2C[C@@H](O)COC[C@@H]3O[C@@H](CC(=O)NC4Cc5ccccc5C4)CC[C@H]32)c1 | -0.9
9 | Cc1noc(C)c1S(=O)(=O)Nc1ccc2c(c1)C(=O)N([C@H](C)CO)C[C@H](C)[C@@H](CN(C)S(=O)(=O)c1ccc(Cl)cc1)OCCCC[C@@H](C)O2 | -1.9
10 | Cc1ccc(S(=O)(=O)Nc2cccc3c2O[C@@H](CN(C)Cc2ccc(Cl)c(Cl)c2)[C@H](C)CN([C@H](C)CO)C3=O)cc1 | -6.3
11 | C[C@@H]1CN([C@@H](C)CO)C(=O)CCCn2cc(nn2)CO[C@H]1CN(C)Cc1ccc(-c2ccccc2)cc1 | 0.2
12 | O=C(C[C@@H]1CC[C@@H](NC(=O)CN2CCOCC2)[C@H](CO)O1)NCc1cccc(F)c1 | -0.2
13 | C[C@H]1CN([C@@H](C)CO)S(=O)(=O)c2ccc(C3=CCCC3)cc2O[C@@H]1CN(C)Cc1cncnc1 | 0.4
14 | O=C(C[C@@H]1CC[C@@H]2[C@H](COC[C@H](O)CN2C(=O)c2ccc3c(c2)OCO3)O1)NCCN1CCCC1 | 1.0
15 | CCN1[C@@H]2c3ccc(C4=CCCC4)c(=O)n3C[C@H]1[C@H](CO)[C@H]2C(=O)N[C@@H](C)c1ccccc1 | -0.1
16 | COc1ccc(NC(=O)N(C)C[C@@H]2OCCCC[C@@H](C)Oc3ccc(NS(=O)(=O)c4ccc(F)cc4)cc3C(=O)N([C@@H](C)CO)C[C@H]2C)cc1 | 1.4
17 | C[C@@H]1CN([C@H](C)CO)S(=O)(=O)c2ccc(C#CC3CCCC3)cc2O[C@@H]1CN(C)C(=O)Nc1cc(F)ccc1F | 0.1
18 | C[C@H](CO)N1C[C@H](C)[C@@H](CN(C)Cc2cccc(F)c2)Oc2ncc(Br)cc2C1=O | 1.0
19 | C[C@H](CO)N1C[C@H](C)[C@H](CN(C)Cc2ccncc2)Oc2ccc(NS(=O)(=O)c3ccc(Cl)cc3)cc2CC1=O | -0.4
20 | C[C@H](CO)N1C[C@H](C)[C@H](CN(C)S(C)(=O)=O)Oc2c(NC(=O)Nc3ccccc3)cccc2C1=O | 0.6

Reprinted at random: three records from the list, in no set order.
no. | molecule | TcdB GH inh
12 | O=C(C[C@@H]1CC[C@@H](NC(=O)CN2CCOCC2)[C@H](CO)O1)NCc1cccc(F)c1 | -0.2
18 | C[C@H](CO)N1C[C@H](C)[C@@H](CN(C)Cc2cccc(F)c2)Oc2ncc(Br)cc2C1=O | 1.0
15 | CCN1[C@@H]2c3ccc(C4=CCCC4)c(=O)n3C[C@H]1[C@H](CO)[C@H]2C(=O)N[C@@H](C)c1ccccc1 | -0.1

Down the list, from the results shown.
Entries 3–13 in TcdB GH inh: -6.8, 0.9, 0.2, 0.3, -0.1, -0.9, -1.9, -6.3, 0.2, -0.2, 0.4

Going on with the list:
no. | molecule | TcdB GH inh
21 | COc1ccccc1NC(=O)N1[C@@H]2CNC[C@H]1[C@@H]2c1ccc(-c2ccc(C#N)cc2)cc1 | -0.5
22 | COc1cccc(NC(=O)N[C@@H]2CC[C@H](CC(=O)NCc3ccccn3)O[C@H]2CO)c1 | -1.6
23 | O=C(c1cccnc1)N1C[C@H]2[C@@H](c3ccccc31)[C@@H](CO)N2C(=O)CN1CCOCC1 | -0.1
24 | CC(C)NC(=O)Nc1cccc2c1O[C@@H](CN(C)C(=O)Nc1ccccc1)[C@H](C)CN([C@H](C)CO)C2=O | -0.5
25 | CO[C@H](CN(C)C(=O)c1ccc2c(c1)OCO2)[C@H](C)CN([C@@H](C)CO)S(=O)(=O)c1ccccc1 | -0.1
26 | CCCNC(=O)Nc1ccc2c(c1)OC[C@@H](C)N(C(=O)c1ccccc1F)C[C@@H](C)[C@@H](OC)CN(C)C2=O | 0.0
27 | O=C(Nc1ccc2c(c1)[C@H]1C[C@H](CC(=O)N3CCOCC3)O[C@@H](CO)[C@H]1O2)C1CCOCC1 | -0.8
28 | C[C@@H]1CCCCO[C@H](CN(C)C(=O)C2CCCCC2)[C@@H](C)CN([C@H](C)CO)C(=O)c2cc(NS(=O)(=O)c3ccc(F)cc3)ccc2O1 | -0.8
29 | CC(C)[C@@H](C)NC(=O)N(C)C[C@@H]1OCc2ccccc2-c2ccccc2C(=O)N([C@H](C)CO)C[C@H]1C | -0.1
30 | CNC[C@@H]1Oc2ccc(NC(=O)Nc3ccc(OC)cc3)cc2CC(=O)N([C@@H](C)CO)C[C@@H]1C | -1.4
31 | CO[C@H]1CN(C)C(=O)c2cc(NC(C)=O)ccc2OC[C@@H](C)N(CCc2ccccc2)C[C@@H]1C | 0.0
32 | C[C@@H]1CN([C@@H](C)CO)C(=O)Cc2cc(NC(=O)C3CC3)ccc2O[C@H]1CN(C)C(=O)Nc1ccc2c(c1)OCO2 | 0.3
33 | CNC[C@H]1Oc2ccc(NC(=O)Cn3cnnn3)cc2CC(=O)N([C@@H](C)CO)C[C@H]1C | -1.0
34 | C[C@@H]1CN([C@H](C)CO)C(=O)c2cccc(NC(=O)Nc3ccc4c(c3)OCO4)c2O[C@@H]1CN(C)Cc1ccc(C(=O)O)cc1 | -1.2
35 | COc1cccc(S(=O)(=O)N(C)C[C@@H]2Oc3cc(C4=CCCCC4)ccc3S(=O)(=O)N([C@H](C)CO)C[C@H]2C)c1 | 0.0
36 | CCCC(=O)Nc1ccc2c(c1)C(=O)N(C)[C@H]1CC[C@H](CC(=O)O)O[C@@H]1CO2 | -8.5
37 | Cc1ccccc1S(=O)(=O)N1[C@H](CO)[C@@H](c2ccc(-c3ccccc3)cc2)[C@@H]1C#N | -0.2
38 | CCNC(=O)C[C@@H]1CC[C@@H]2[C@H](COC[C@@H](O)CN2C(=O)CC)O1 | -1.9
39 | CCCN(C)C[C@@H]1Oc2ncc(C#CCOC)cc2C(=O)N([C@H](C)CO)C[C@@H]1C | -0.9
40 | Cc1ccc(-c2ccc3c(c2)O[C@H](CN(C)Cc2ccccn2)[C@@H](C)CN([C@H](C)CO)S3(=O)=O)cc1 | 1.3

Part of the list above, field by field.
32. C[C@@H]1CN([C@@H](C)CO)C(=O)Cc2cc(NC(=O)C3CC3)ccc2O[C@H]1CN(C)C(=O)Nc1ccc2c(c1)OCO2
  TcdB GH inh: 0.3

24. CC(C)NC(=O)Nc1cccc2c1O[C@@H](CN(C)C(=O)Nc1ccccc1)[C@H](C)CN([C@H](C)CO)C2=O
  TcdB GH inh: -0.5

New compounds follow:
no. | molecule | TcdB GH inh
41 | O=C(Nc1ccccc1)N1C[C@H]2[C@@H](c3ccccc31)[C@@H](CO)N2C(=O)c1cccnc1 | -2.0
42 | COC(=O)[C@@H]1[C@@H](CO)[C@@H]2Cn3c(ccc(-c4ccccc4F)c3=O)[C@@H]2N1CC1CCOCC1 | -2.1
43 | C[C@@H]1CCCCO[C@H](CN(C)S(=O)(=O)c2ccc(Cl)cc2)[C@@H](C)CN([C@H](C)CO)C(=O)c2cc(NC(=O)CCCCCC(=O)Nc3ccccc3N)ccc2O1 | 0.1
44 | O=C(NCc1ccccc1)[C@H]1[C@H](CO)[C@H]2Cn3c(cccc3=O)[C@@H]1N2Cc1ccccn1 | 0.2
45 | C[C@H](CO)N1C[C@H](C)[C@@H](CN(C)C(=O)NC2CCCCC2)Oc2ccc(NC(=O)NC3CCCCC3)cc2CC1=O | 1.2
46 | CC=Cc1ccc2n(c1=O)C[C@@H]1[C@@H](CO)[C@H](C(=O)NCC)N(Cc3cocn3)[C@H]21 (mixture of isomers) | -0.2
47 | COc1ccc(S(=O)(=O)Nc2ccc3c(c2)C(=O)N(C)C[C@@H](OC)[C@H](C)CN(Cc2cc(F)ccc2F)[C@H](C)CO3)cc1 | 1.0
48 | C[C@@H]1CN([C@H](C)CO)C(=O)c2cc(NC(=O)Nc3ccc(F)cc3)ccc2O[C@@H](C)CCCCO[C@H]1CN(C)S(=O)(=O)c1cn(C)cn1 | 0.5
49 | C[C@H](CO)N1C[C@H](C)[C@@H](CN(C)Cc2ccc3c(c2)OCO3)Oc2ccc(NS(=O)(=O)c3ccc(F)cc3)cc2C1=O | -0.2
50 | CCCN1C[C@@H](C)[C@H](OC)CN(C)C(=O)c2cc(NC(=O)C3CCOCC3)ccc2OC[C@@H]1C | -0.8
51 | CCNC(=O)C[C@@H]1CC[C@H](NC(=O)C2CCOCC2)[C@@H](CO)O1 | 1.2
52 | N#C[C@@H]1[C@H](c2ccc(C3=CCCC3)cc2)[C@@H](CO)N1C(=O)c1ccccn1 | -1.3
53 | C[C@H](CO)N1C[C@H](C)[C@@H](CN(C)S(C)(=O)=O)Oc2c(NC(=O)c3ccc(-c4nccs4)cc3)cccc2C1=O | -0.5
54 | O=C(Nc1ccc(F)cc1)N[C@@H]1CC[C@H](CCn2cc(-c3ccccc3F)nn2)O[C@@H]1CO | 0.5
55 | CO[C@H]1CN(C)C(=O)c2cc(NC(=O)C3CC3)ccc2OC[C@@H](C)N(C(=O)c2ccccc2)C[C@@H]1C | 2.1
56 | CC(C)C#Cc1cnc2c(c1)C(=O)N([C@@H](C)CO)C[C@@H](C)[C@@H](CN(C)Cc1ccccn1)O2 | -0.8
57 | COc1ccc(-c2cnc3c(c2)C(=O)N([C@@H](C)CO)C[C@H](C)[C@H](CN(C)C(=O)C2CCOCC2)O3)cc1 | 0.0
58 | C[C@@H]1CN([C@@H](C)CO)C(=O)c2cc(NS(=O)(=O)c3cn(C)cn3)ccc2O[C@@H]1CN(C)Cc1ccncc1 | 0.8
59 | CO[C@H]1CN(C)C(=O)c2ccc(NS(=O)(=O)c3c(C)noc3C)cc2OC[C@H](C)NC[C@H]1C | -1.5
60 | COc1ccc(NC(=O)N2C[C@H](O)COC[C@H]3O[C@H](CC(=O)N4CCN(C)CC4)CC[C@@H]32)cc1 | 0.0
61 | CN1[C@@H]2c3cccc(=O)n3C[C@H]1[C@H](CO)[C@H]2C(=O)NCC1CCCCC1 | -1.4
62 | COc1ccc(S(=O)(=O)Nc2ccc3c(c2)C(=O)N([C@H](C)CO)C[C@H](C)[C@@H](CN(C)S(=O)(=O)c2ccccc2)OCCCC[C@@H](C)O3)cc1 | 0.2
63 | CC(C)NC(=O)Nc1ccc2c(c1)C(=O)N([C@@H](C)CO)C[C@H](C)[C@H](CN(C)S(=O)(=O)c1ccc(Cl)cc1)O2 | -0.8
64 | COc1ccc(NC(=O)Nc2ccc3c(c2)C(=O)N([C@H](C)CO)C[C@@H](C)[C@H](CN(C)Cc2ccc(Cl)c(Cl)c2)O3)cc1 | -0.1
65 | C[C@@H]1CCCCO[C@@H](CN(C)S(=O)(=O)c2ccc(Cl)cc2)[C@@H](C)CN([C@@H](C)CO)C(=O)c2cc(NS(=O)(=O)c3cccs3)ccc2O1 | -0.5
66 | O=C(NCC[C@H]1CC[C@H](NC(=O)c2cnccn2)[C@@H](CO)O1)Nc1ccc(F)cc1 | -0.2
67 | COc1ccc2c3c(n(C)c2c1)[C@@H](CO)N(C(=O)Nc1ccc(F)cc1)CC31CCN(C)CC1 | -1.0
68 | C[C@H]1CCCCO[C@H](CN(C)Cc2ccncc2)[C@@H](C)CN([C@@H](C)CO)C(=O)c2cc(NS(=O)(=O)c3ccc(Cl)cc3)ccc2O1 | 1.1
69 | O=S(=O)(N[C@@H]1CC[C@@H](CCn2cc(-c3ccc(F)cc3)nn2)O[C@H]1CO)c1ccccc1F | -0.3
70 | COCC(=O)N1CCCCN2[C@H](CO)[C@@H](c3ccc(-c4cccc(C)c4)cc3)[C@H]2C1 | 0.3
71 | Cc1ccccc1S(=O)(=O)N1CC(=O)N2[C@H](CO)[C@@H](c3ccc(C#CCN(C)C)cc3)[C@@H]2C1 | 1.2
72 | O=C(Nc1ccc(F)cc1)N[C@H]1CC[C@H](CCn2cc(-c3ccccc3F)nn2)O[C@H]1CO | -0.7
73 | CN1CCN(C(=O)C[C@@H]2CC[C@H]3[C@@H](COc4ccc(NC(=O)C5CCC5)cc4C(=O)N3C)O2)CC1 | 0.8
74 | CCS(=O)(=O)Nc1ccc2c(c1)C(=O)N(C)C[C@H](OC)[C@@H](C)CN(C(=O)CN(C)C)[C@H](C)CO2 | 0.2
75 | CC(=O)n1cc([C@H]2C=C(C(=O)N3CCCCCCC3)O[C@@H](OCc3ccc(CO)cc3)C2)c2ccccc21 | 2.3
76 | COc1ccc2c3c([nH]c2c1)[C@H](CO)NCC31CCN(S(=O)(=O)c2ccccc2)CC1 | -0.9
77 | C[C@@H]1CN([C@@H](C)CO)C(=O)c2cc(NS(=O)(=O)c3ccccc3)ccc2O[C@H]1CN(C)C(=O)Nc1ccccc1 | 0.1
78 | CCCNC(=O)N(C)C[C@H]1Oc2cc(C#CCC(C)C)ccc2S(=O)(=O)N([C@@H](C)CO)C[C@@H]1C | 1.6
79 | C[C@@H]1CCCCO[C@@H](CN(C)S(=O)(=O)c2cccs2)[C@H](C)CN([C@@H](C)CO)C(=O)c2cc(NS(=O)(=O)c3ccc(Cl)cc3)ccc2O1 | 0.2
